thrombin 1536: human alpha-thrombin inhibitors, primary screen, counter-screen for coagulation protease inhibitor project, biochemical, 1536-well, fluorogenic AMC substrate; inhibition, % at 5 µM; Boc-VPR-AMC fluorogenic substrate cleavage; 0.26% of 220,000 active;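 active = inhibition at or above 40%; inactive = inhibition below 40%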;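 also: 0% = enzyme with no compound and 100% = wells without enzyme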
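Assay system: human alpha-thrombin enzyme. Reagent: Boc-VPR-AMC substrate, 15 µM final. Compound dosing: one concentration per compound, 5 µM, with 0.2% DMSO. Incubation: room-temperature reaction. Technique: AMC fluorescence, 355/460 nm. Measure: % inhibition relative to enzyme controls and enzyme-free blanks.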
Cl transport mod: KCC2 cotransporter modulators, thallium flux, primary screen, cell-based, HEK293 KCC2, FluoZin-2 fluorescence, MLSMR. Solute carrier family 12 member 5 (Homo sapiens), Q9H2X9. KCC2 cells, thallium flux FluoZin-2 fluorescence. B-score of Tl+ flux slope (higher = more flux/activation; lower = inhibition) at 10 µM. 2.2% of 190,000 active;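 active = thallium flux slope and its plate-corrected score both differing from the plate sample mean at a set confidence after two filtering rounds, in either direction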;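 also: slope of fluorescence scaled to starting intensity during 10 to 20 s after thallium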
Target sequence (Q9H2X9 whole entry, looked up): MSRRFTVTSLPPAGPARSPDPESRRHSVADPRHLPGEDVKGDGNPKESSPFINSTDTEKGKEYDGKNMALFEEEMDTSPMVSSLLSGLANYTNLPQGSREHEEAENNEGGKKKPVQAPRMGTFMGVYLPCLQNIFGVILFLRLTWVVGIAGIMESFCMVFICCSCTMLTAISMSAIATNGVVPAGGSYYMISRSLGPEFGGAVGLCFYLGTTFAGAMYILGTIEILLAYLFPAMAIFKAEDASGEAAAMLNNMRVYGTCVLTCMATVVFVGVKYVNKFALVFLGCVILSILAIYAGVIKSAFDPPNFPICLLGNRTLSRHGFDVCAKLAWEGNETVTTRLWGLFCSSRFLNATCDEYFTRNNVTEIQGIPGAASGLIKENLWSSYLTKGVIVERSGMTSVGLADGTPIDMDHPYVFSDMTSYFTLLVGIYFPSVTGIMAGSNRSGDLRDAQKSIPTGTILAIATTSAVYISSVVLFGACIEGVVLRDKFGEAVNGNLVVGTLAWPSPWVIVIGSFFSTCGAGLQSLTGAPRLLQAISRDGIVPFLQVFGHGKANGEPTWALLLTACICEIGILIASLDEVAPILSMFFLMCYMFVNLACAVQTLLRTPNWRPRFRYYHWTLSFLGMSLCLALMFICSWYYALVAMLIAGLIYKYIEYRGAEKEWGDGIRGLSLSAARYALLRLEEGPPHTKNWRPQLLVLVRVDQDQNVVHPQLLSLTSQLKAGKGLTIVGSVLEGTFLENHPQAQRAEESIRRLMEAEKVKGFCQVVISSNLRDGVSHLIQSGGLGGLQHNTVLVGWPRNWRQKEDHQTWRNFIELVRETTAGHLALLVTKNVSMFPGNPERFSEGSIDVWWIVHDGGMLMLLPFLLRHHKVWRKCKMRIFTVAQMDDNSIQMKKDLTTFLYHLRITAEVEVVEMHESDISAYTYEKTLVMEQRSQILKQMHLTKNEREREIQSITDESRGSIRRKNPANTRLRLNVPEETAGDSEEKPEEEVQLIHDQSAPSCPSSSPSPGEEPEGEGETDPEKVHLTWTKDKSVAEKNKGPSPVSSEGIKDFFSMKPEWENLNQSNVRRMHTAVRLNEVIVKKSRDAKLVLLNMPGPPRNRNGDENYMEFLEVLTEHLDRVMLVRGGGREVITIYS
Furin inh: human furin inhibitors, primary screen, biochemical, fluorescence intensity; purified furin, fluorogenic substrate cleavage; AID 463115, 2010; P09958; 0.061% of 220,000 active; inhibition, % at 30 µM; in the data active = inhibition above about 25%; also: inactives centre near -15
EBV gp42 block: Epstein-Barr virus gp42 inhibitors, primary screen, biochemical, uHTS, fluorescence polarization | Glycoprotein 42 (Epstein-Barr virus (strain AG876)), Q1HVG2 | Fluorescence polarization binding assay, mP read-out | inhibition, % (tested at 21.74 µM) | 0.42% of 220,000 active; in the data active = inhibition above about 50%
eIF4E 4G PPI: eIF4E–eIF4G protein interaction inhibitors, primary screen, biochemical, uHTS, TR-FRET, eIF4GI fragment; Eukaryotic translation initiation factor 4E (Mus musculus) + Eukaryotic translation …; TR-FRET eIF4E-eIF4GI(517-606) binding, 2 h; inhibition, % at 21.7 µM; 0.37% of 220,000 active; AID 782, 2007;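 also: 0% = full FRET control wells and 100% = background wells lacking eIF4GI fragment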
p47phox inh: p47phox/p22phox peptide binding inhibitors, primary screen, biochemical, uHTS, NADPH oxidase regulatory subunit; fluorescence polarization, 2 h; inhibition, % at 24.7 µM; 0.53% of 220,000 active;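 also: 0% = p47phox with labelled peptide and 100% = labelled peptide alone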
Rad51 HR inh: human RAD51 strand exchange inhibitors, primary screen, biochemical, fluorescence; hRad51 DNA strand exchange, fluorescence dequenching; inhibition, % at 10 µM; 0.085% of 200,000 active; AID 1385, 2008;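 active = inhibition above 40% at the single screening dose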;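 also: 0% = DMSO control wells and 100% = blanks with heterologous ssDNA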
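Material: hRad51 filaments on single-stranded DNA; Reagent: Donor/quencher-labelled 47-bp dsDNA substrate; Compound: 10 µM final, single point; Schedule: 37 °C 15-min filament assembly, 30-min compound preincubation, 15-min exchange; Technique: FRET fluorescence, excitation 485 nm, emission 520 nm; Benchmarks: control wells and blank wells on each plate.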
14-3-3 Bad PPI: inhibitors of 14-3-3 zeta/Bad binding, primary screen, biochemical, TR-FRET, bovine 14-3-3 zeta | TR-FRET 14-3-3zeta/Dy647-pBad peptide displacement, 1 h | inhibition, % at 21.7 µM | 0.71% of 220,000 active;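 active = inhibition above about 70%, limit read from the data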;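 also: 0% = full 14-3-3 plus peptide FRET controls and 100% = background without 14-3-3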
hK5 inh: human KLK5 protease inhibitors, primary screen, biochemical, 1536-well; inhibition, % at 5 µM; AID 873, 2007; 0.59% of 210,000 active; Kallikrein-5 (Homo sapiens), Q9Y337; recombinant hK5, fluorogenic AMC substrate cleavage;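 active = inhibition of 40% or more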;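 also: 0% = enzyme controls without compound and 100% = no-enzyme blanks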
* = called active by the depositor; nt = not tested or not shown; [ ] = dose if it differs, or a comment.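 The calls were made as follows, unless noted: active = inhibition above about 30% (limit read from the data); inactive = the rest.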 This is a random part of the collection; any-hit rate near 4.7%.

SMILES | thrombin 1536 | Cl transport mod | Furin inh | EBV gp42 block | eIF4E 4G PPI | p47phox inh | Rad51 HR inh | 14-3-3 Bad PPI | hK5 inh
Fc1ccccc1CSc1nnc(Cn2cnc3ccccc32)n1-c1ccccc1 | -14 | -0.81 | -22[20 µM] | -18 | 5 | -8 | 9 | 1 | 2
COc1ccc2[nH]c(C(=O)Nc3ccc(C)c(F)c3)cc2c1 | -1 | 0.038 | -6 | -6 | -7 | -5 | -22 | -6 | 1
CCN(CC)S(=O)(=O)c1ccc2oc(Nc3ccc4c(c3)OCCO4)nc2c1 | -4 | 0.34 | -20[20 µM] | -17 | -5 | -13 | -4 | -4 | -4
CCN(C(=O)c1ccc(NC(C)=O)cc1)c1ccccc1C | -2 | 0.89 | -14[20 µM] | -8 | -17 | -9 | -4 | -3 | -2
CCOc1ccc(N(CC(=O)NCc2ccc(OC)cc2)S(=O)(=O)c2c(C)noc2C)cc1 | -5 | nt | -27 | 4 | 2 | -7 | -5 | 18 | -14
CCn1ccnc1CN(C)C(=O)CCc1nnc(CCC2CCCCC2)o1 | -3 | 0.34 | -25 | 9 | -2 | -3 | -127 | -9 | 0
Cc1cc2ncn(CCCCOc3ccccc3)c2cc1C | 0 | nt | -17[20 µM] | 8 | -2 | -7 | -6 | -1 | -11
COc1cc(C2C(C#N)=C(N)Oc3n[nH]c(-c4cccnc4)c32)ccc1OCC(N)=O (stereo unspecified) | -6 | 0.05 | -10 | 7 | 0 | 5 | 3 | 5 | -2
COc1cccc(C(=O)Nc2c3c(nn2-c2cccc(C)c2C)CS(=O)C3)c1OC (stereo unspecified) | -2 | 0.31 | -20 | -7 | -11 | -1 | 1 | 0 | -7
CCn1c(C)nc2cc(C(=O)NNC(=S)NC(=O)c3ccccc3)ccc21 | -9 | -0.56 | -12 | -22 | -5 | -37 | -17 | -14 | -16
CSc1nc2nccc(-c3ccc(-c4ccccc4)cc3)n2n1 | -3 | 0.72 | -27[20 µM] | -20 | -2 | -20 | 2 | 36 | -43
COc1ccc(-c2nnc3n2-c2ccccc2SC3)cc1OC | 1 | nt | -10 | -24 | -5 | -5 | -7 | 78* | 1
O=C(CCc1n[nH]c(=O)[nH]c1=O)N1CCOCC1 | -4 | nt | -17 | -5 | -1 | -1 | 3 | 10 | -4
CCOc1ccc2c(c1)C(=NNC(=O)c1ccncc1)c1cc(OCC)ccc1-2 | -5 | 30* | -14 | -16 | 2 | -1 | -11 | 0 | -48
COc1ccc(C(=O)N2CC3(CC(c4ccc(Cl)cc4)=NO3)C[C@H]2C(=O)NCC(N)=O)cc1 (stereo partly specified) | 2 | -0.076 | -16[20 µM] | -18 | 3 | -3 | -6 | -2 | -3

Filtered by structure, those above containing an aryl thioether with sulfur outside any ring
SMILES | thrombin 1536 | Cl transport mod | Furin inh | EBV gp42 block | eIF4E 4G PPI | p47phox inh | Rad51 HR inh | 14-3-3 Bad PPI | hK5 inh
Fc1ccccc1CSc1nnc(Cn2cnc3ccccc32)n1-c1ccccc1 | -14 | -0.81 | -22[20 µM] | -18 | 5 | -8 | 9 | 1 | 2
CSc1nc2nccc(-c3ccc(-c4ccccc4)cc3)n2n1 | -3 | 0.72 | -27[20 µM] | -20 | -2 | -20 | 2 | 36 | -43

Further results:
SMILES | thrombin 1536 | Cl transport mod | Furin inh | EBV gp42 block | eIF4E 4G PPI | p47phox inh | Rad51 HR inh | 14-3-3 Bad PPI | hK5 inh
O=c1c2ccccc2nc(COc2ccccc2)n1/N=C/c1cn[nH]c1-c1ccccc1 | -1 | 0.27 | -35 | -8 | -1[fluorescence artefact?] | 19 | 15 | 37[fluorescence artefact?] | -10
C=CCN1C(=O)C(Cc2cccc(C)c2)SC1=Nc1ccc(C(=O)O)cc1 (stereo unspecified) | 6 | 0.93 | -22[20 µM] | -7 | -11 | -11 | -4 | 5[fluorescence artefact?] | -16
COc1ccc(NC(=O)c2ccccc2-c2ccccc2)cc1 | -3 | -0.54 | -23 | -14 | -8 | -9 | -4 | -14 | -4
CC(C)c1ccc(NC(=S)N2CCCC(c3ccc(F)cc3)=N2)cc1 | -2 | nt | -5 | -6 | -2 | -5 | 7 | -6 | -4
O=C(CSCC(=O)N1CCCCC1)Nc1nc(-c2cccs2)cs1 | -5 | nt | -24 | -4 | 5 | -10 | -4 | 8 | -23
COc1ccc(Cl)cc1N(CC(=O)Nc1ccccc1SC)S(C)(=O)=O | 1 | 0.012 | -10[20 µM] | -7 | -5[fluorescence artefact?] | 5 | -2 | -5[fluorescence artefact?] | -12
CC(C)c1ccc(-c2nc(N3CCCC3)nc3n[nH]c(N)c23)cc1 | -4 | 0.064 | -17 | 6 | 5 | -14 | -5 | 1 | -2
CSc1nc(C)cc(OCC(=O)N/N=C/c2ccccc2O)n1 | -7 | -0.26 | -8 | 10 | 11 | -6 | 15 | -17 | -33
CCC(C)c1ccc(NC(=S)NN2CCOCC2)cc1 (stereo unspecified) | -11 | -0.091 | -14 | -16 | -4[fluorescence artefact?] | -11 | -4 | -3 | -4
CCCN(CCC)c1nc(C#N)nc(N(CCC)CCC)n1 | -6 | 0.018 | -20 | -15 | -4 | 0 | 5 | -1 | -1
Cc1cccc(Nc2ccncc2S(=O)(=O)NC(=O)NC(C)C)c1 | nt | -1.2 | nt | -3 | 2 | -12 | -4 | 0 | nt
COc1ccccc1NC(=O)c1cc([N+](=O)[O-])ccc1NCCN1C(=O)CCC1=O | 1 | -1.1 | -6 | -9 | 4 | -3 | -1 | 4 | 13
Nc1nonc1N/N=C/c1c(O)ccc2ccccc12 | nt | -0.27 | -1 | 13 | 0 | -30 | -5 | -8 | 1
Cc1ccn2cc(C(=O)Nc3ccccc3N3CCOCC3)nc2c1 | 1 | -1.4 | -15 | -14 | 1 | -6 | 0 | 15 | -11
CCN(CC)c1nc(SCCOC(=O)Nc2ccccc2)nc(N(CC)CC)n1 | 1 | -0.04 | -8[20 µM] | 9 | 0 | -3 | 2 | -6 | -2
COCCn1c(SCC(=O)NC(=O)NCc2ccccc2)nc2ccccc21 | 2 | nt | 2 | -20 | 5[fluorescence artefact?] | -10 | -7 | -5[fluorescence artefact?] | 28
COc1ccc([N+](=O)[O-])cc1N(CC(=O)N(C)C)S(C)(=O)=O | -8 | 0.98 | -16 | 5 | 10 | -9 | nt | 16 | nt
COc1cccc(-c2nn3c(-c4ccccn4)nnc3s2)c1 | 2 | -0.75 | -12 | -13 | 4 | 6 | -9 | -6 | 0
CCN1C(=O)S/C(=C/c2c(OCc3ccc(C(=O)O)cc3)ccc3ccccc23)C1=O | -4 | -2.1 | -14 | 4 | 4[fluorescence artefact?] | -34 | nt | 1[fluorescence artefact?] | -1
CCSCCC(NC1=CC(=O)CC(C)(C)C1)C(=O)O (stereo unspecified) | -7 | 0.46 | -12[20 µM] | 0 | 0[fluorescence artefact?] | -2 | -8 | -17 | -22
COc1ccc(C2c3ccc4ccccc4c3Oc3ncn(CCN4CCOCC4)c(=N)c32)cc1 (stereo unspecified) | 0 | -0.036 | -20[20 µM] | -13 | 3 | -20 | -6 | -1 | -7
CCCOC(=O)C1[C@H]2C(=O)N(C(C)c3ccc(OC)cc3)C[C@]23C=C[C@H]1O3 (stereo partly specified) | 1 | nt | -3 | -17 | 0 | -20 | -6 | 8 | -18
O=C1CC(CC(=O)N/N=C/c2ccccc2[N+](=O)[O-])=NN1 | -3 | 0.64 | -5 | 3 | -1[fluorescence artefact?] | -3 | 28 | -14[fluorescence artefact?] | -4
COc1ccc(C(C)=O)cc1CSc1nc2ccccc2c(=O)n1-c1ccccc1 | 2 | 1.7 | -19 | -4 | 5 | 27 | 3 | 39 | 20
NS(=O)(=O)c1ccc(Nc2nc(-c3ccc(F)cc3)cs2)cc1 | -2 | -0.17 | -20 | 10 | -3 | -37 | 8 | 27 | -3
COCCN(C(=S)Nc1ccc(Cl)cc1OC)C1CCN(C(C)=O)CC1 | -1 | -0.08 | -6 | -14 | 2 | 4 | 6 | -1 | -4
C=CCN1C(=O)c2ccc(C(=O)OCC(=O)N(C)C3CCCCC3)cc2C1=O | -6 | -0.82 | -15 | 4 | 3 | 6 | 0 | -14 | -7
O=C(CN1CCCC1=O)NC1C2CC3CC(C2)CC1C3 (stereo unspecified) | -5 | 0.75 | -18 | -1 | -1 | 3 | 0 | -12 | -20
O=C(COC(=O)c1cnc(Cl)c(Cl)c1)NCCC1=CCCCC1 | -1 | -1.1 | -27 | -15 | 4 | -2 | -2 | 0 | -2
COc1ccc(NC(=O)Cn2cccc2)c(OC)c1 | -5 | 0.85 | -25 | -22 | -5 | -15 | -2 | -16 | -6
Cc1cc2nc(SCC(=O)O)nc(C)c2cc1C | -2 | -0.69 | -37[20 µM] | -16 | 5[fluorescence artefact?] | -17 | -11 | -7 | -2
COC(C[C@H]1O[C@H]1[C@@H](O)COCc1ccccc1)OC | -3 | 0.95 | -29 | -9 | -3 | -13 | 4 | -2 | 0
Cc1cc(Cl)ccc1OCC(=O)NNC(=O)c1cnccn1 | 6 | 9.5* | -10 | 4 | 1 | -7 | 13 | -15 | -5
CS(=O)(=O)N(Cc1ccccc1)c1ccc(C(=O)Nc2cccnc2)cc1 | -3 | -0.41 | -20[20 µM] | -15 | 1[fluorescence artefact?] | -4 | -2 | 9[fluorescence artefact?] | -11
Oc1c(N=NC(=S)Nc2ccccc2F)c2ccccc2n1Cc1ccc(Cl)cc1 | -5 | 2.3 | -12 | -20 | -7 | -8 | -9 | -11 | 0
CC(=O)Nc1cccc(NC(=O)c2ccc(Br)cc2)c1 | -1 | 0.18 | -25 | -8 | 1 | nt | nt | 0 | 8
C[n+]1ccccc1C1CCCC/C1=N\NC(N)=S (stereo unspecified) | -2 | -0.26 | -26 | -28 | 0 | -19 | 3 | -2 | -1
CCOC(=O)Cn1nnc(-c2ccc(SC)cc2)n1 | -4 | -0.19 | -22[20 µM] | -9 | 0 | -4 | -9 | 0 | -14
CCCCNC(=S)N(Cc1ccco1)Cc1cc2cc3c(cc2[nH]c1=O)OCCO3 | -4 | -0.0072 | -18 | -7 | -3 | -29 | nt | -1 | -7
Cc1nn(C)cc1[C@@H]1C[C@H]2CN(Cc3cccc(Cl)c3)C(=O)[C@]23CCCN13 | -14 | -0.72 | -23 | -17 | -3 | -13 | 0 | -7 | 1
CCCCCCOC1(c2ccccc2)OC(=O)c2ccccc21 (stereo unspecified) | -4 | 1.7 | -14[20 µM] | -14 | 2 | -11 | nt | 7 | -13
Cc1cccc(Cn2c(NCCO)nc3c2c(=O)n(C)c(=O)n3C)c1 | 1 | 1.8 | -17 | -8 | 4 | -12 | 5 | 3 | -3
Cn1c(=O)[nH]c(=O)c2c1nc(CN1CCN(Cc3ccccc3)CC1)n2CC(N)=O | -1 | 0.032 | -2 | -6 | 0[fluorescence artefact?] | 2 | -13 | 5[fluorescence artefact?] | -2

Bioassay records: PubChem, several laboratories
